D1 agonist = agonists of human D1 dopamine receptor; HEK293 T-REx D1 cells, calcium flux, agonist mode; AID 504660; 360,000 compounds, 1% hits; activation, % at 2 µM; further: 0% is about no effect
Target sequence (P21728 whole entry, looked up): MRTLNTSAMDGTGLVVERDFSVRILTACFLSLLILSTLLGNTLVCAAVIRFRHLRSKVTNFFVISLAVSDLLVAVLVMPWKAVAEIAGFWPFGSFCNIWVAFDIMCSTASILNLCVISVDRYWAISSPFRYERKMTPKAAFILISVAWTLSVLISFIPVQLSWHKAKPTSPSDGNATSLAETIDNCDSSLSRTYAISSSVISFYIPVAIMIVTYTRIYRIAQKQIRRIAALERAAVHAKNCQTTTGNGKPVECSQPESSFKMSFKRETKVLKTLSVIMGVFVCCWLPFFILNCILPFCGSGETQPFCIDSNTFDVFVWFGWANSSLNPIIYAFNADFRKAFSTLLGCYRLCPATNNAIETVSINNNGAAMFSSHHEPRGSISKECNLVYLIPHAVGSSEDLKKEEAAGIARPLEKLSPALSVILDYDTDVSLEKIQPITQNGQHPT
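Agonism was scored from calcium flux recorded over 180 s (1 read/s) after pintool compound addition, following a 10-cycle baseline. Cells were inducible force-coupled HEK293 TREx D1, plated overnight at 30 C and loaded with no-wash calcium dye.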
D1 PAM = human D1 dopamine receptor positive modulation. P21728. HEK293 TREx D1 cells, calcium flux, dopamine EC20 potentiation. potentiation, % at 10 µM. 360,000 compounds, 0.036% hits. AID 504651; in the data active means potentiation above about 30%; further: 0% is about no effect
D2 agonist = agonists of human D2 dopamine receptor | P14416 | HEK293 T-REx D2 cells, calcium flux agonist mode | activation, % at 2 µM | 340,000 compounds, 0.53% hits | AID 485358;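 active means activation over 3 SD above normal in the single-dose calcium agonist read, cut at about 30% in these data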; further: 0% is about no effect
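Tetracycline-induced HEK293 T-REx cells with force-coupled D2 receptor, plated overnight at 30 C, loaded with no-wash calcium dye. After a 10 s baseline, compound was pin-added and calcium flux read kinetically for 180 s; calcium rises flagged agonists.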
D2 potentiator = positively modulates the human D2 dopamine receptor allosterically; P14416; HEK293 T-REx D2, calcium flux, EC20 dopamine potentiation; potentiation, % at 10 µM; 340,000 compounds, 0.34% hits;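 active means potentiation over 3 SD above the plate norm, cut at about 30% in these data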; further: 0% is about no effect
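Using a no-wash calcium dye in inducible, force-coupled HEK293 Trex cells expressing D2, we tracked fluorescence each second for 180 s after compound, then for 180 s after EC20 dopamine to detect augmented signalling.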
D2 antag = antagonists of human D2 dopamine receptor. HEK293 TREx D2 cells, calcium flux, dopamine EC80. inhibition, % at 10 µM. 340,000 compounds, 2% hits; in the data active means inhibition above about 30%; further: 0% is about no effect
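Compounds are added to dye-loaded, induced HEK293 T-REx cells coupled to calcium release via D2; after a 3 min kinetic read an EC80 dopamine stimulus is given and fluorescence is recorded for 3 more min.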
TRHR PAM = allosterically enhances the human TRH receptor; 360,000 compounds, 0.66% hits; enhancement, % at 2 µM; TRHR cells, fluo-8 calcium fluorescence, EC20 TRH enhancement; P34981; in the data active means enhancement above about 30%; further: 0% is about no effect
Target sequence (P34981 whole entry, looked up): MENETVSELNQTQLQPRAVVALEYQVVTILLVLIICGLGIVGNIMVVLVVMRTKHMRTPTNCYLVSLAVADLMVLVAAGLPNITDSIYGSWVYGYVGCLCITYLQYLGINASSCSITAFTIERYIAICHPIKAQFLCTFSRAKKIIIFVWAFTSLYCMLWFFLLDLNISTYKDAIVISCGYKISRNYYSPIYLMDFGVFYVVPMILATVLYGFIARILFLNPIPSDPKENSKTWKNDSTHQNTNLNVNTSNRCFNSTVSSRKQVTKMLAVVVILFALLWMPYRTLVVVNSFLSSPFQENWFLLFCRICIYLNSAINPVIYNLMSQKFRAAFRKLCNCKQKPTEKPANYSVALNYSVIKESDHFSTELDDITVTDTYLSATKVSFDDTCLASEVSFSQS
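TRHR-expressing cells loaded with fluo-8 calcium dye were read kinetically (ex 480/em 530) during compound addition, then stimulated with an EC20 of TRH (10 nM final). Enhancement of the Gq-mediated intracellular calcium response was scored.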
D1 antagonist = human D1 dopamine receptor antagonism | activity change, negative = inhibition, % at 10 µM | 360,000 compounds, 3.2% hits | AID 504652 | HEK293 TREx D1 cells, calcium flux, dopamine EC80; active compounds read low; in the data active means activity change below about -30%; further: on the % scale 0 is the no-effect control and ±100 the full control effect
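Tetracycline-induced HEK293 Trex D1 cells, force-coupled to calcium, dye-loaded; compounds added and read 180 s, then EC80 dopamine added and calcium flux tracked kinetically another 180 s.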
TRHR agonist = agonists of human TRH receptor | P34981 | TRHR cells, calcium flux fluo-8, FDSS agonist mode | activation, % at 2 µM | 360,000 compounds, 0.18% hits | AID 493084; further: 0% is about no effect
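In this calcium-flux screen, cells bearing human TRHR are dye-loaded with fluo-8, baselined for 10 cycles, then exposed to library compounds; positive kinetic calcium responses during the agonist phase mark hits, with TRH as control.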
RXFP1 antag = RXFP1 (human) relaxin receptor antagonism | activity change, negative = inhibition, % at 57.5 µM | HEK293-RXFP1, relaxin-stimulated cAMP HTRF, 30 min; active compounds read low | Q9HBX9 | AID 1259400 | 350,000 compounds, 0.59% hits;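 active means activity change of -60% or lower, but not beyond a set lower limit; inconclusive means change between -60% and -40%, or beyond the set limit; inactive means change above -40%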; further: on the % scale 0 is the no-effect control and ±100 the full control effect
* hit, by the source's call; ? = inconclusive; . = not tested or not shown; & = joins results of further samples. Unless noted, no stated cut-off is given here; in the data, active means activation above about 30%; inactive means the rest.

SMILES	D1 agonist	D1 PAM	D2 agonist	D2 potentiator	D2 antag	TRHR PAM	D1 antagonist	TRHR agonist	RXFP1 antag
CC1=C(C(=O)Nc2ccccc2)C(c2ccncc2)n2nnnc2N1 (configuration not stated)	1	1	1.2	3	-10	0	6	0.4	-4
Cc1cccc(C(=O)Nc2ccccc2C(=O)OCc2c(C)noc2C)c1	0	-6	0.1	-12	-4	-2	3	-0.4	-13
O=C(COC(=O)c1cccnc1Cl)c1ccc2c(c1)OCCO2	11	-6	1.7	3	-14	-10	-17	-0.5	-7
N=c1c(C(=O)NCC2CCCO2)cc2c(=O)n3ccccc3nc2n1Cc1ccc(Cl)cc1 (configuration not stated)	1	-1	-0.5	-15	55*	-16	-12	0.6	-2
CCCCN(C)CCNC(=O)Cn1ncc2c(=O)oc3ccc(C)cc3c21	0	.	0.1	-3	-11	-2	-12	-0.2	-3
CCC1CCCCN1C(=O)CSc1nc2c(c(=O)n(C)c(=O)n2C)n1C (configuration not stated)	0	-3	0.4	15	-11	11	-3	0.0	11
O=c1[nH]nc(SCc2ccccc2)n1C1CC2C=CC1C2 (configuration not stated)	12	-3	0.4	-11	-18	2	-32*	2.6	1
COc1cc(OC)c2cc(C(=O)N/N=C/c3cccc(OC)c3O)[nH]c2c1	2	-4	-0.8	10	-10	-2	-2	1.5	3
COc1ccc(C)cc1NC(=O)NC1CCCCCCC1	2	1	0.1	-17	32*	0	15	-0.6	-9
COc1ccc2nc(NC(=O)c3ccc(F)cc3)sc2c1	1	-13	0.4	1	-6	-1	1	-0.4	-9
Cn1cnnc1SCC(=O)N/N=C/c1ccc(OCC(N)=O)cc1	0	-8	0.5	4	-3	-4	8	0.0	-3
c1c2c(cc3sc(N4CCOCC4)nc13)OCCO2	0	-7	-0.5	6	-7	1	-1	-0.9	17
CCC1CCCCN1CCCNC(=O)CCCNC(=O)Cn1cnc2sc3c(c2c1=O)CCCC3 (configuration not stated)	1	4	-0.7	2	-1	4	24	-1.5	2
CCCCCC(=O)Nc1cccc(C2=NOC3(C2)C[C@@H](C(N)=O)N(C(=O)c2cc([N+](=O)[O-])cc([N+](=O)[O-])c2)C3)c1 (some centres not stated)	1	-1	.	.	.	2	1	0.0	.
CCOC(=O)COc1cccc2c(=O)n(CC(N)=O)ccc12	2	1	0.1	2	-4	4	7	0.5	17
COc1ccc(S(=O)(=O)NCC2CCCN(Cc3cccc(C(C)=O)c3)C2)cc1 (configuration not stated)	0	-3	2.4	-1	-23	2	1	-0.7	-3
O=C(NN=C1CCN(Cc2ccccc2)CC1)C(O)c1ccccc1 (configuration not stated)	4	-4	1.0	-2	3	8	3	0.4	4
O=C(N/N=C/c1ccccc1C(=O)O)c1cccc(S(=O)(=O)N2CCCCC2)c1	1	-10	.	.	.	8	-28	-0.1	-4
Cc1nc([N+](=O)[O-])c(Br)n1CC(=O)c1ccc2ccccc2c1	6	-3	0.1	14	-2	-3	-7	0.5	?
Cc1csc(SCCN2C(=O)c3ccccc3C2=O)n1	1	-1	0.5	-3	9	-7	3	-0.2	15
CNc1ncc(C(=O)c2ccc(-c3ccccc3)cc2)s1	3	-1	0.9	7	-3	8	5	-0.8	-2
Cn1c(=O)c2sccc2n2c(CCCC(=O)NC3CCCCC3)nnc12	0	-2	0.9	1	.	5	-2	0.6	15
Cc1nn(C(C)C(=O)NCc2ccco2)c(=O)c2nn(-c3ccccc3)c(C)c12 (configuration not stated)	0&0	-5&-2	0.5&0.8	4&2	-11	-2&4	5&3	-0.4&0.3	2&-5
O=C(N/N=C/c1ccc(F)c(F)c1)c1cc2c(s1)-c1ccccc1CC2	4	-5	0.6	-4	-17	-2	0	1.0	6
COc1ccc(NCc2nn(CC(=O)c3ccc(Br)cc3)c3[n+]2CCCCC3)cc1	3	-3	-0.5	-1	5	2	-12	0.9	-31
COc1ccc(CNC(=O)CCS(=O)(=O)c2ccc3c(c2)CC(C)N3C(=O)C2CC2)cc1 (configuration not stated)	3&0	0&-2	1.2&0.8	-14&0	4	-4&8	-6&6	0.3&-0.3	8&4
Cn1cccc1/C=N/NC(=O)c1sc2cc(Cl)ccc2c1Cl	3	-5	10	1	-7	-1	6	-0.6	.
N#CC1(NC(=O)COC(=O)c2cc(=O)[nH]c3ccccc23)CCCCC1	4	-4	-0.4	3	-3	-1	-5	0.4	8
CC(=O)c1cccc(NC(=O)c2ccncc2)c1	4	-4	0.5	2	4	-2	-2	0.5	14
CC(C)(CNC(=O)C1CCCC1)CNC(=O)C1CCCC1	1	-2	0.9	-1	-32	1	-4	0.4	-9
O=[N+]([O-])c1ccc(Cc2nnc(-c3ccc(F)cc3)o2)cc1	2	3	-0.4	2	-7	4	14	-0.3	4
COC(=O)c1cn(C(=O)c2ccccc2F)nc1N	4	2	0.4	1	3	4	-7	0.8	14
COc1ccc(CCNc2nc(-c3ccc(C)cc3)cc(C(F)F)n2)cc1OC	1	0	0.3	-11	.	3	22	0.6	.
CCN(CC)CCSc1nnc2c3ccccc3n(Cc3ccccc3)c2n1	4	-1	-0.1	-13	60*	3	-4	0.0	1
CC(=O)c1ccc(NC(=O)c2ccc(COc3ccccc3[N+](=O)[O-])o2)cc1	1	0	-0.3	0	6	8	-8	-0.3	-5
CCCCCOC(=O)CSc1nc2c(c(=O)[nH]c(=O)n2C)n1Cc1ccc(Cl)cc1	2	-3	-0.2	7	2	-1	1	0.1	-3
COc1ccc(-c2cn3nc(N4CCCC(C(=O)Nc5cccc(OC)c5)C4)sc3n2)cc1 (configuration not stated)	2	-6	0.0	-11	.	-3	-3	0.2	2
O=C(Nc1ccccc1OC(F)F)c1oc2ccccc2c1COc1ccccc1	32*	-2	2.3	-6	-11	-4	-8	2.7	-6
O=[N+]([O-])/C=C\c1ccc(N2CCCC2)c(F)c1	127*	-12	23	4	2	-11	18	73*	-68*
CCN(CC(=O)Nc1ccc(OC)cc1)C(=O)c1ccc(Cl)c(S(=O)(=O)N2CCCC2)c1	8	.	-0.2	5	-15	-2	-6	0.0	3
O=C(c1cc(-c2ccccc2Cl)nc2ccccc12)N1CCN(c2ccccc2O)CC1	5	2	0.7	0	3	-9	-2	0.6	-15
CCCCN(CC(=O)NCCOC)C(=O)Cn1nnc2ccccc21	2	-12	0.7	-2	16	-1	-6	0.7	-7
Cc1ccc2oc(-c3ccc(C)c(NC(=O)c4ccc(-c5ccccc5[N+](=O)[O-])o4)c3)nc2c1	-1	-3	-0.2	1	.	1	-10	0.2	.
COc1ccc(N(CC(=O)Nc2ccc(OC)c(OC)c2)S(=O)(=O)c2ccccc2)cc1Cl	1	-3	-0.6	6	-8	3	-10	-0.2	-1
CCN(c1cccc(C)c1)S(=O)(=O)c1cc2c3c(c1)CCC(=O)N3CCC2	10	-4	0.8	-22	-5	-12	11	0.5	3
CCOc1ccccc1NC(=O)C1CCCN1C(=O)c1cccs1 (configuration not stated)	1	0	-0.5	-9	-9	5	-10	-0.5	-1
COc1ccc(S(=O)(=O)N(CCc2ccccc2)CC(=O)O)cc1	1	2	.	.	.	0	-2	0.4	-3
Cc1ccc(/C=C/c2nc3ccccc3n2S(=O)(=O)c2cccc(Cl)c2)cc1	2	-6	0.9	-12	.	-6	-3	-1.1	-25
CSCCC(NS(=O)(=O)c1ccc(Cl)cc1)C(=O)OCC(=O)N1CCOCC1 (configuration not stated)	1	-5	0.9	2	-9	-2	7	-0.2	8
Cc1cccc(N2CCN(C(C)C(=O)N3CCc4ccccc43)CC2)c1C (configuration not stated)	1	8	-0.6	-7	-27	-2	24	-0.2	?
CCOC(=O)C1CCN(C(=O)c2ccc(Oc3cc(Cl)cc(Cl)c3)o2)CC1	1	-8	.	.	.	-7	7	-0.2	-25
COc1ccc(/C=N/NC(=O)c2ccncc2)cc1CN1CCN(c2ccc(F)cc2)CC1	0	-5	0.6	-27	22	4	-12	0.9	-20
Cc1ccc(NC(=O)CSc2nnc(NC(=O)NC3CCCCC3)s2)cc1	-2	-1	0.0	-10	.	-6	.	-0.5	3
O=C(Nc1cccc2c1CCCC2)c1ccc(Cl)c([N+](=O)[O-])c1	2	0	-0.9	-4	26	12	-9	-0.4	-70*
CN(CP(=O)(O)CN(C)S(C)(=O)=O)S(C)(=O)=O	7	-9	-0.2	-2	-18	0	-4	-1.9	3
COc1cc(Cl)c(S(=O)(=O)NCc2cccnc2)cc1Cl	1	-7	.	0	.	-1	-6	0.7	-12
Cc1cccc(OCC(=O)N(Cc2ccc(N(C)C)cc2)Cc2ccco2)c1C	3	0	-1.2	-3	.	7	-25	-1.1	-17
CC(C)(O)c1cc(=O)sc2nc3ccccc3n12	2	-3	0.5	12	-10	-7	9	-0.5	-4
CC(C)c1ccc(NC(=O)c2ccc3snnc3c2)cc1	0	-5	0.2	3	-3	-3	-5	-0.8	-4
C=CCN=C1NN=C(c2cc(C)n(CCOC)c2C)CS1	0	-3	-0.5	4	2	-1	-6	-0.2	-1
Cc1cccc(NC(=O)CCCNC(=O)c2ccc(Cl)cc2)n1	2	-7	-0.4	-8	8	-3	-1	-1.1	-11
COc1cc(C)ccc1OCCOCCOc1ccc(C)cc1[N+](=O)[O-]	3	-7	-1.2	-11	-7	12	6	-1.0	6
CCOC(=O)C1CCCN(C(=O)C(=O)Nc2ccc3nc4n(c(=O)c3c2)CCCCC4)C1 (configuration not stated)	1	-5	-0.4	11	-9	4	-13	0.1	-7

3 entries out of the list above, sorted by their value in D1 agonist, largest number first.
Compound | D1 agonist | D1 PAM | D2 potentiator | D2 antag | TRHR PAM | D1 antagonist | TRHR agonist | RXFP1 antag
O=C(Nc1cccc2c1CCCC2)c1ccc(Cl)c([N+](=O)[O-])c1 | 2 | 0 | -4 | 26 | 12 | -9 | -0.4 | -70*
CCOC(=O)C1CCCN(C(=O)C(=O)Nc2ccc3nc4n(c(=O)c3c2)CCCCC4)C1 (configuration not stated) | 1 | -5 | 11 | -9 | 4 | -13 | 0.1 | -7
Cc1ccc(NC(=O)CSc2nnc(NC(=O)NC3CCCCC3)s2)cc1 | -2 | -1 | -10 | . | -6 | . | -0.5 | 3

In the list so far, these contain fluorine:
SMILES	D1 agonist	D1 PAM	D2 agonist	D2 potentiator	D2 antag	TRHR PAM	D1 antagonist	TRHR agonist	RXFP1 antag
COc1ccc2nc(NC(=O)c3ccc(F)cc3)sc2c1	1	-13	0.4	1	-6	-1	1	-0.4	-9
O=C(N/N=C/c1ccc(F)c(F)c1)c1cc2c(s1)-c1ccccc1CC2	4	-5	0.6	-4	-17	-2	0	1.0	6
O=[N+]([O-])c1ccc(Cc2nnc(-c3ccc(F)cc3)o2)cc1	2	3	-0.4	2	-7	4	14	-0.3	4
COC(=O)c1cn(C(=O)c2ccccc2F)nc1N	4	2	0.4	1	3	4	-7	0.8	14
COc1ccc(CCNc2nc(-c3ccc(C)cc3)cc(C(F)F)n2)cc1OC	1	0	0.3	-11	.	3	22	0.6	.
O=C(Nc1ccccc1OC(F)F)c1oc2ccccc2c1COc1ccccc1	32*	-2	2.3	-6	-11	-4	-8	2.7	-6
O=[N+]([O-])/C=C\c1ccc(N2CCCC2)c(F)c1	127*	-12	23	4	2	-11	18	73*	-68*
COc1ccc(/C=N/NC(=O)c2ccncc2)cc1CN1CCN(c2ccc(F)cc2)CC1	0	-5	0.6	-27	22	4	-12	0.9	-20

Bioassay records as filed in PubChem.
